# Screening data as filed in PubChem BioAssay.
# C8 TRAIL sens – sensitizes caspase-8 expressing cells to TRAIL. NB7+C8 cells + TRAIL, ATPlite viability luminescence. inhibition (viability loss, TRAIL sensitization), % at 10 µM. 360,000 tested, 1% active. AID 624354;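 active = compounds causing at least 50% loss of cell viability in the single-dose screen, relative to plate controls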
# NCOA2 inhibitor – human SRC2 (NCOA2) inhibition. Q15596. inhibition, % at 9 µM. 370,000 tested, 0.17% active. HEK293 GAL4-SRC2 luciferase reporter, luminescence;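 active = inhibition above the mean inhibition of all tested compounds plus 3 SD, set per campaign, cut at about 52% in these data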;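 also: 0% = DMSO treated cells and 100% = cells given Gossypol at 36 µM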
# KKLEB cytotox – counter-screen for CF NF-kB inhibitors: cytotoxicity. KKLEB CF airway cells viability, ATPlite luminescence, overnight; active compounds read low; cells stimulated with P. aeruginosa culture filtrate. activity change (cytotoxicity), % at 5 µM. 360,000 tested, 0.36% active. AID 602141;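 active = corrected activity change at or below -50% at 5 µM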
# NR5A2 inv ag – NR5A2 inverse agonism in reporter assay; O00482; HEK293T StAR-luciferase reporter, LRH-1 transfected, 24 h; inhibition, % at 3.6 µM; 360,000 tested, 0.13% active;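 active = inhibition above the mean inhibition of all tested compounds plus 3 SD, cut at about 73% in these data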;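 also: 0% = DMSO wells and 100% = reporter-only cells lacking LRH-1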
# TWEAK Fn14 block – inhibitors of TWEAK-Fn14 interaction signaling | TWEAK-stimulated Fn14 reporter cells, luciferase luminescence, 8 h | inhibition, % at 10 µM | 360,000 tested, 2% active | AID 1159606; in the data active = inhibition above about 50%
# NR2F2 inh – inhibitors of human COUP-TFII (NR2F2). P24468. HEK293T NGFI-A luciferase reporter, luminescence. inhibition, % at 8.6 µM. 370,000 tested, 0.7% active;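 active = inhibition above a per-plate cutoff, mean inhibition of test wells between control levels plus 3 SD, cut at about 38% in these data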;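 also: cells cotransfected with COUP-TFII expression vector driving the NGFI-A reporter; 0% = median of COUP-TF2 test wells and 100% = reporter-only cells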
# CF NFkB inh – cystic fibrosis NF-kB activation inhibition; KKLEB NF-kB-GFP reporter, PAF-induced, GFP fluorescence overnight; inhibition, % at 5 µM; 360,000 tested, 0.86% active;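 active = at least 50% inhibition at 5 µM, scaled per plate between neutral and stimulator controls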;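 also: PAF is a Pseudomonas aeruginosa culture filtrate used as stimulus; plate controls were PAF-stimulated DMSO wells for no effect and unstimulated DMSO wells for full effect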
# LMP1 NFkB inh – reduces LMP1-driven NF-kappaB luciferase signal; LMP1-induced NF-kappaB luciferase reporter cells, luminescence; inhibition, % at 12.5 µM; 350,000 tested, 0.69% active; AID 504558; in the data active = inhibition above about 41%;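 also: 0% = neutral control wells and 100% = reference inhibitor control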
# NCOA1 inh – human NCOA1 inhibition; Q15788; HEK293 GAL4-SRC1 luciferase reporter, luminescence; inhibition, % at 3.6 µM; 360,000 tested, 0.12% active;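 active = inhibition above the campaign mean plus 3 SD, with each screening campaign given its own cutoff, cut at about 60% in these data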;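 also: 0% = DMSO treated cells and 100% = gossypol at 36 µM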
# TROY signal inh – TROY signaling inhibition. Q293 LMP1-TROYcd NF-kB luciferase reporter, 4 h. 360,000 tested, 0.98% active. inhibition, % at 10 µM;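 active = compounds whose plate-normalised and pattern-corrected inhibition of the luciferase reporter signal at the single screening dose is 50% or more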
# SRC3 inh – human NCOA3 inhibition. Q9Y6Q9. HEK293 GAL4-SRC3 luciferase reporter, luminescence. inhibition, % at 3.6 µM. 360,000 tested, 0.17% active. AID 588352;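 active = inhibition above a per-campaign cutoff, the mean of all compounds plus 3 SD, cut at about 60% in these data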;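 also: 0% = DMSO-treated cells and 100% = gossypol-treated cells at 36 µM; higher means less SRC3-driven luciferase light from the GAL4 reporter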
# The depositor's hits bear a star; . = no result given. The order is random; about 4.2% have a hit in one of these screens.
Structure	NCOA1 inh	TWEAK Fn14 block	SRC3 inh	NCOA2 inhibitor	CF NFkB inh	KKLEB cytotox	NR2F2 inh	NR5A2 inv ag	LMP1 NFkB inh	TROY signal inh	C8 TRAIL sens
COCCNC(=O)C(=O)NCC1OCCCN1S(=O)(=O)c1cccs1 (centres undefined)	2.8	15.3	16.8	17.6	22.3	1.0	0.4	-4.0	5.6	4.4	-2.0
COc1ccccc1NC(=O)Nc1nc(CC(=O)Nc2ccc(N(C)C)cc2)cs1	-24.0	4.4	-32.7	-39.2	-11.1	-1.0	-9.4	-8.1	-2.0	3.8	7.1
N/C(=N\NC(=O)c1cccs1)c1cc2ccccc2oc1=O	-67.8	8.3	-42.1	-35.6	-7.6	-2.7	-51.2	-70.8	-6.0	-53.4	-0.2
CN1CCC(NC(=O)c2cccc(Oc3ccccc3)c2)CC1	-7.2	3.0	3.6	-18.9	-11.2	17.8	-5.6	-14.7	2.5	-23.9	9.3
COc1ccc(CCNC(=O)NC2CCCCC2)cc1OC	-3.2	-0.7	10.5	-7.7	8.0	-16.2	-11.2	-2.2	-5.0	-30.7	-0.6
COc1cccc(NC(=S)NN2CCN(C)CC2)c1	-25.5	33.5	4.7	-43.2	20.3	-5.0	1.6	-4.3	-1.2	42.2	-8.5
COc1ccc(-c2noc(CCC(=O)Nc3cc(OC)ccc3OC)n2)cc1	-3.4	7.2	8.2	-8.5	-4.2	-2.3	12.1	3.6	-0.2	0.9	-12.1
S=c1[nH]nc([C@@H]2C[C@H]2c2ccccc2)n1-c1ccccc1	-14.2	16.2	8.2	-1.6	2.5	10.1	29.1	8.8	-2.2	-23.6	-8.0
Cc1c(NC(=O)c2cccc(NC(=O)c3ccco3)c2)cccc1C(=O)O	-0.1	-13.8	2.5	-9.5	10.1	7.6	-4.0	4.5	-0.6	-0.6	-19.1
O=C(c1ccc(N2CCCCC2)c([N+](=O)[O-])c1)N(Cc1ccccc1)c1ccccn1	-10.4	23.5	7.2	9.9	14.3	-8.2	20.0	12.3	8.4	19.4	4.4
O=C(Cc1cccs1)Nc1cccc(-c2nc3cc4ccccc4cc3[nH]2)c1	-84.1	73.5*	-60.2	-57.0	80.8*	-70.8*	-31.6	-137.9	-66.2	57.3*	73.5*
CCOC(=O)C1=C(c2ccccc2)N=c2s/c(=C\c3cccc(O)c3)c(=O)n2C1c1cccs1 (centres undefined)	3.3	10.0	-2.9	11.5	8.0	-4.5	-4.6	1.3	3.7	-0.5	-0.8
Cc1onc(-c2ccccc2)c1C(=O)NNC(=S)NC(=O)c1ccc(Br)cc1	-21.2	-14.1	-0.1	12.9	43.5	-20.8	-10.3	-28.6	11.6	-25.6	8.3
CC1CCCC(C)N1C(=O)COC(=O)c1ccc([N+](=O)[O-])o1 (centres undefined)	12.8	-2.2	-3.1	19.8	33.8	-6.8	-6.5	-13.0	-0.5	-2.9	1.4
O=C(Nc1ccccc1)N(C1=NCCCCS1)c1ccccc1	-34.4	-29.0	-8.6	-27.2	5.4	-14.9	-17.7	-14.7	2.1	0.7	3.1
Cc1cc(Oc2ccc(=O)n(C)n2)nc(Oc2ccc(=O)n(C)n2)n1	-5.4	26.8	4.3	-16.6	11.4	-2.6	0.3	1.5	2.0	1.5	-4.7
CCOC(=O)N1CCN(S(=O)(=O)c2ccc(Cl)cc2)CC1	5.6	14.4	-18.1	14.0	-18.2	1.7	-7.1	-8.5	14.5	0.1	-15.4
Cc1cnc(N)c2c(=O)oc3ccccc3c12	-1.6	-29.2	-12.6	-52.5	-69.5	9.9	-8.4	-8.5	-36.7	-38.8	-2.2
COC/C=C/C1=CC(=O)C[C@H](c2ccc3c(c2)OCO3)C1	-2.0	14.9	-21.3	-8.2	-6.5	3.3	3.4	-20.7	2.3	-3.5	-6.7
COc1ccc(-c2nc(SC(C)C(=O)NC3CC3)n[nH]2)cc1 (centres undefined)	-24.2	-1.2	-14.2	0.1	2.5	-14.4	2.9	-23.2	3.2	-2.6	-24.0
CCCN(CCC)S(=O)(=O)c1ccc(C(=O)O)cc1	5.7	2.3	1.2	-12.0	15.2	25.9	12.4	29.7	-4.7	-7.8	-4.3
CNc1nnc(-c2cccc(N(C)C)c2)s1	-65.2	-3.7	-69.1	-58.2	5.9	-3.6	7.1	-64.7	-7.5	10.0	11.9
N=C1C(c2nc3ccccc3c(=O)[nH]2)=C(O)CN1CCc1ccccc1	-1.2	-0.2	1.5	.	-15.3	-13.5	.	-4.7	-6.9	-26.1	23.0
Cc1cc(C)n2nc3nc(N4CCCCC4)nc(-c4ccco4)c3c2n1	1.2	0.9	-25.9	.	3.2	0.1	.	-2.4	6.1	-2.7	-6.6
COc1ccccc1CNC(=O)c1nnc(Cc2ccc(Cl)cc2)o1	-15.2	14.5	1.0	-29.8	-3.6	-13.3	-6.0	-10.1	2.9	-10.8	-2.2
CSCCC(NC(=O)c1ccc(Br)cc1)C(=O)O (centres undefined)	16.0	2.6	18.6	-11.8	8.0	-2.1	4.3	21.4	1.9	-19.4	-23.8
CCOc1ccccc1N(CC(=O)NCCSc1ccccn1)S(=O)(=O)c1ccc(C)cc1	-0.1	14.9	-12.0	-5.4	-1.4	16.2	12.1	-17.8	-3.5	19.2	-0.8
O=C(COc1ccc(Cl)cc1)N1CCN(S(=O)(=O)c2ccccc2)CC1	-16.3	3.7	-1.2	-5.0	-2.7	4.9	3.2	2.2	-5.5	-11.4	4.7
Cc1nnsc1NC(=O)OCc1ccccc1Cl	-11.1	4.4	3.7	-7.6	-4.5	-0.1	-18.6	-4.6	-0.7	13.9	-10.7
C=CCn1c(SCC(=O)c2ccccc2)nnc1-c1ccc2c(c1)OCO2	-12.6	-3.5	7.9	11.1	-5.1	-2.3	0.0	-13.1	-2.3	0.5	-3.8
COC(=O)c1cc(C(=O)N2CCN(c3ncccn3)CC2)cc([N+](=O)[O-])c1	-13.3	-6.5	12.5	-29.1	-9.9	2.7	-2.2	1.0	-2.3	1.4	-9.0
CCN(CC)C(=O)c1sc(NC(=O)Cc2ccccc2)c(C#N)c1C	2.3	-13.7	-5.4	-1.0	6.8	-8.3	9.9	15.8	1.1	.	-7.8
CC(=O)Nc1ccc(NC(=O)COc2cccc3ccccc23)cc1	6.2	2.5	0.2	25.5	11.4	-10.2	15.6	-6.6	6.1	2.1	-7.9
O=C(Nc1ccccc1-c1ccccc1)C1CCCN(c2ncccn2)C1 (centres undefined)	-27.0	-17.3	-3.7	-3.1	0.7	-10.9	-0.7	-7.7	-2.1	-3.6	4.7
COc1ccccc1CCC(=O)Nc1ccc(S(=O)(=O)Nc2ncccn2)cc1	0.6	-7.4	0.0	27.6	8.8	6.8	-6.4	-33.1	-0.6	-4.8	12.2
NC(=S)c1cc2cc(Cl)ccc2oc1=O	5.7	-14.2	6.3	11.3	17.5	-2.3	9.3	-0.8	.	2.5	-0.4
N#Cc1c(C(F)(F)F)cc(-c2ccc(F)cc2)nc1SCC(=O)O	-5.0	-17.6	10.3	-4.0	-1.3	-1.0	10.7	24.9	-6.4	18.4	-19.8
COC(=O)/C=C1/S/C(=N/N=C/c2ccco2)NC1=O	14.0	0.4	5.9	11.5	0.9	-2.3	-4.6	20.4	.	9.9	9.3
c1cncc(C2Nc3ccccc3-c3nc4ccccc4n32)c1 (centres undefined)	-28.6	39.4	-32.3	-34.4	-21.5	-41.6	-29.6	13.6	-1.8	41.4	31.9
O=c1c2ccccc2ncn1Cc1ccco1	-1.8	4.4	-15.6	-6.7	5.4	-20.1	0.3	41.7	1.3	7.8	10.4
COc1ccc(/C=C/c2ccncc2)cc1	-53.8	-8.8	-21.4	-45.7	9.8	-2.8	-26.1	-19.2	-7.7	-22.9	7.7
COc1ccc(COCC(O)CN2CCCC(C(F)(F)F)C2)cc1 (centres undefined)	11.8	6.1	11.4	-23.2	5.1	-3.5	-0.8	7.7	-2.1	5.0	7.6
O=C(O)c1ccccc1SCc1cn2ccccc2n1	-8.0	39.9	-0.2	13.7	-10.1	-2.1	5.5	24.1	-1.6	42.1	0.3
Cc1cc(C=O)c(C)n1-c1cccc(C(=O)O)c1	-9.5	-32.2	-30.1	6.8	-15.8	8.3	-12.3	11.4	-0.4	-9.1	-4.0
Cc1c(Cc2ccccc2)c(=O)oc2c(C)c(OCC(=O)N3CCC(C(=O)O)CC3)ccc12	-43.1	2.9	4.6	1.3	-9.4	6.9	15.5	-20.4	-6.2	3.0	7.3
CC1(C(=O)NS(=O)(=O)c2cccc(OC(F)F)c2)CCN1C(=O)C1CC1 (centres undefined)	-2.2	-2.9	2.4	-6.5	-5.2	5.3	6.3	8.2	.	-7.0	-12.9
CCN(CC)CCOC(=O)c1ccc(NC(=O)/C=C/c2cccs2)cc1	-8.7	63.7*	0.6	-59.5	5.1	-0.4	-10.5	-28.0	9.2	74.2*	3.7
CSC1=NCCN1S(=O)(=O)c1ccccc1	-8.6	2.5	-14.8	5.8	-7.3	7.0	5.1	-2.6	11.2	-6.4	0.6
COc1cc(N2CCOCC2)ccc1C=C(C#N)C#N	-11.6	-6.9	9.2	-59.4	-12.7	-10.6	7.0	6.0	-2.3	2.0	2.2
CCOC(=O)C(=O)Nc1ccccc1C(=O)OC	-11.8	18.1	1.4	13.1	6.4	5.0	0.6	-5.3	2.0	-4.6	-2.1
Cc1cccc(N2CCN(C(=O)CCNS(=O)(=O)c3ccc4c(c3)CCC(=O)N4)CC2)c1C	-30.4	2.2	9.6	2.2	-2.2	3.2	25.0	-5.2	11.4	3.3	0.8
COCCNC(=O)C1(C)CCN(Cc2ccccc2C#N)C1 (centres undefined)	0.6	-1.8	-7.9	-5.6	-14.2	10.0	3.0	-11.6	.	6.4	-12.7
Cc1nc(C(F)(F)F)nc(Nc2ccc(N=Nc3ccccc3)cc2)c1C#N	13.0	2.4	2.1	-13.8	-4.7	6.1	-3.1	1.9	2.2	5.6	11.8
CC[C@H](C)[C@H]1CNC(=O)C(=O)N1CC1CCN(CCc2ccc(Cl)c(Cl)c2)CC1	-27.9	-0.7	-7.0	9.5	-16.0	-6.6	-6.4	-15.8	1.2	-8.1	2.1
CCOC(=O)c1[nH]c(=O)[nH]c1CSc1ccccn1	-3.3	2.1	2.0	-8.4	-0.2	3.1	-3.0	16.1	0.4	-6.9	-4.8
CCCNC(=O)C1(C)CCN(C(=O)c2ccccc2OC)C1 (centres undefined)	-1.9	15.2	-0.2	-29.8	-1.1	-7.8	-19.6	-4.8	.	-2.7	-5.9
